PHOSPHO1 block = PHOSPHO1 (human) inhibition. recombinant PHOSPHO1, absorbance phosphatase assay. inhibition, % at 13.3 µM. hit rate 1.1% among 290,000; in the data active = inhibition above about 60%
GalR3 antag = antagonists of human GalR3. HEK293 GalR3-CNG cAMP membrane potential fluorescence; galR3 body fused to GalR1 C-terminus. hit rate 0.44% among 360,000. inhibition, % at 3 µM;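 active = inhibition above the screen-wide average plus 3 SD, cut at about 13% in these data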;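 note: forskolin and galanin both at EC90 stimulate the cells; cAMP rise reported by CNG channel membrane potential dye signal; 0% = forskolin plus galanin with DMSO and 100% = forskolin alone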
Target sequence (O60755 1-299 limits assumed): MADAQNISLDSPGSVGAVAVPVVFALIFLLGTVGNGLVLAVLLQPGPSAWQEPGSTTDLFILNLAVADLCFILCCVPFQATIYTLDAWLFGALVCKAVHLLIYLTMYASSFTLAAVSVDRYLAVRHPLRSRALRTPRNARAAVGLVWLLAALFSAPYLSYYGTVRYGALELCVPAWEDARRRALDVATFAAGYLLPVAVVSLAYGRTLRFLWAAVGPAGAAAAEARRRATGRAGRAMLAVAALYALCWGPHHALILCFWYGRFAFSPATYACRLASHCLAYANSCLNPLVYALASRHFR
VIM-2 inh = blocks Pseudomonas aeruginosa VIM-2 metallo-beta-lactamase | hit rate 0.89% among 290,000 | AID 1527 | inhibition, % at 5.6 µM | purified VIM-2, nitrocefin hydrolysis, epi-absorbance fluorescence;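 active = inhibition above the mean of all tested compounds plus 3 SD, cutoff set per screening run, cut at about 7.5% in these data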;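 note: red hydrolysis product quenches plate fluorescence so inhibitors raise well fluorescence; 0% = enzyme with DMSO and 100% = DMSO without enzyme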
GPR7 antagonist = blocks human GPR7 receptor signaling; inhibition, % at 4.4 µM; GPR7-expressing cells, fluorescence antagonist assay; P48145; hit rate 1.1% among 290,000; in the data active = inhibition above about 16%, passing the limit was not always enough;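 note: cells stimulated with the agonist NPW; 0% = agonist with vehicle and 100% = vehicle without agonist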
DNA FID counter = fluorescent intercalator displacement, NS3 helicase counter-screen; DNA fluorescent intercalator displacement, fluorescence; inhibition, % at 7.9 µM; hit rate 0.17% among 290,000; in the data active = inhibition above about 37%;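 note: 0% = vehicle and 100% = reference compound; higher means more ethidium bromide displaced from hairpin DNA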
V1R ag counter = activates human V1a receptor in oxytocin agonist counter-screen; P37288; CHO-V1R cells, Fluo-8 calcium fluorescence, agonist mode; 0% DMSO, 100% 3 nM vasopressin; activation, % at 3 µM; hit rate 0.25% among 320,000; AID 2797;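 active = activation above the mean activation of all tested compounds plus 3 SD, per screening run, cut at about 20% in these data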;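 note: signal is peak over basal fluorescence ratio across a 100 second FLIPR read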
Target sequence (P37288 whole entry, looked up): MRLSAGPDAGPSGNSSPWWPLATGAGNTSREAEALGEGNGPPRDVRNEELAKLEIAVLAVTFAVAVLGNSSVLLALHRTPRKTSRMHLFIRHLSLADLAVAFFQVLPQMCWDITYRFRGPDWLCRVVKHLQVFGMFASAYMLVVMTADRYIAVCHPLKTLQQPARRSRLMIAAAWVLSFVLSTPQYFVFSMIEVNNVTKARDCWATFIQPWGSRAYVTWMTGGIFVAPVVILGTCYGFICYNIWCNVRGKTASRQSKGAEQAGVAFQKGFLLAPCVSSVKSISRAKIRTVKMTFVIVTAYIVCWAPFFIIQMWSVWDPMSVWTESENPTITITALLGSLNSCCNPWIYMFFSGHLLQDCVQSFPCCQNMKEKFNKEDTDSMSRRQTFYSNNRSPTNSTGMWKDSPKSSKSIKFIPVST
OXTR ag = human OXTR agonism | P30559 | CHO-OTR cells, Fluo-8 calcium fluorescence; normalized: DMSO 0%, oxytocin 100% | activation, % at 3 µM | hit rate 0.32% among 320,000 | AID 2435;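 active = activation above the mean of all tested compounds plus 3 SD, cutoff set per screening run, cut at about 20% in these data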;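 note: peak over basal fluorescence ratio from a 100 s FLIPR kinetic read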
Target sequence (P30559 whole entry, looked up): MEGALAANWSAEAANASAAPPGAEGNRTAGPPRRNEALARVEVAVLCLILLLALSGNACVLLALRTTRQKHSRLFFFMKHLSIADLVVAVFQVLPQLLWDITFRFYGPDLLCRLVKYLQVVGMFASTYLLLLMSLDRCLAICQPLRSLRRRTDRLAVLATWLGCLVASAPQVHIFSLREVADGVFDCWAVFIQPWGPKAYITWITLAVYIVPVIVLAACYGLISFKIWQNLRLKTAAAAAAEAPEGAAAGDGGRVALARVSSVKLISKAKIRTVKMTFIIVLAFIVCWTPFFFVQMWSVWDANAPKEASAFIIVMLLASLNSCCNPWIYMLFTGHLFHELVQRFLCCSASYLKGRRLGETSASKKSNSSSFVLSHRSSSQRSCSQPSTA
IMP-1 inh = inhibitors of Pseudomonas aeruginosa IMP-1 metallo-beta-lactamase. hit rate 0.45% among 290,000. purified IMP-1, nitrocefin hydrolysis, epi-absorbance fluorescence. inhibition, % at 5.6 µM;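 active = inhibition above the mean plus 3 SD of all compounds in the same screening run, cut at about 4.5% in these data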;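 note: 0% = IMP-1 with DMSO and 100% = DMSO wells lacking enzyme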
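System – purified recombinant IMP-1 beta-lactamase · Input – IMP-1 dispensed at 0.2 nM · Timing – 15 min preincubation plus 25 min reaction at 25 °C · Signal – Epi-absorbance fluorescence, 480 nm excitation, 530 nm emission · Measure – percent IMP-1 inhibition derived from blank-referenced optical density · Controls – Enzyme-plus-DMSO low control, enzyme-free DMSO high control · Replication – singlicate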
NS3 helicase inh = HCV NS3 helicase inhibition; NS3 helicase DNA unwinding, Cy5 molecular beacon fluorescence; hit rate 0.56% among 290,000; inhibition, % at 10.9 µM; AID 1800;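 active = inhibition above the mean of all tested compounds plus 3 SD, set per campaign, cut at about 35% in these data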;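 note: 0% = DMSO wells and 100% = thioflavine S control wells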
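System: NS3 helicase fragment of HCV / Schedule: 1 h at 25 °C / Control set: DMSO alone as 0% and 110 µM thioflavine S as 100% / Reagent: Cy5/quencher beacon DNA duplex and ATP to start / Technique: Cy5 fluorescence / Replication: singlicate / Evaluation: % inhibition of end-to-start signal ratio versus controls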
Numbers without * were called inactive.

COc1ccc2nc(C)cc(SCC(=O)Nc3c(C)cccc3C)c2c1 was read as PHOSPHO1 block -7, GalR3 antag -4, VIM-2 inh -4.0, GPR7 antagonist -1, DNA FID counter 3, V1R ag counter -0.2, OXTR ag -0.1, IMP-1 inh -3.3 and NS3 helicase inh 0.
CCc1ccc2[nH]c(=O)c(CN(CCCN3CCOCC3)C(=O)Nc3ccc(F)cc3)cc2c1 was read as PHOSPHO1 block -25, GalR3 antag -2, VIM-2 inh -1.2, GPR7 antagonist -10, DNA FID counter 0, V1R ag counter 0.0, OXTR ag -0.6, IMP-1 inh -5.2 and NS3 helicase inh -25.
Screening COc1cc(C2C3=C(CCCC3=O)Nc3ccc4ncccc4c32)ccc1O (stereo not given) returned PHOSPHO1 block 4, GalR3 antag 15*, VIM-2 inh -1.0, GPR7 antagonist -4, DNA FID counter -4, V1R ag counter 0.9, OXTR ag -0.6, IMP-1 inh -3.2 and NS3 helicase inh 5.
COc1ccc(CC(=O)N/N=C(\C)CC(=O)Nc2ccc3c(c2)OCCO3)cc1 was read as PHOSPHO1 block 17, GalR3 antag -7, VIM-2 inh -2.9, GPR7 antagonist -4, DNA FID counter -22, V1R ag counter 1.8, OXTR ag 0.5, IMP-1 inh -3.5 and NS3 helicase inh 0.
`C/C(NC1CCCCC1)=C(/C#N)C(=O)NCCN1CCOCC1` gave PHOSPHO1 block -2, GalR3 antag 2, VIM-2 inh -0.8, GPR7 antagonist 10, DNA FID counter -4, V1R ag counter -0.3, OXTR ag -0.3, IMP-1 inh -1.2 and NS3 helicase inh -6.
Screening CCCCC(=O)Nc1cnc(NC(=O)c2ccco2)cc1C returned PHOSPHO1 block 15, GalR3 antag -6, VIM-2 inh -2.0, GPR7 antagonist -4, DNA FID counter -7, V1R ag counter 0.8, OXTR ag 0.6, IMP-1 inh -2.8 and NS3 helicase inh -6.
For Fc1cccc(F)c1/C=N/NC(=S)Nc1cccnc1 the results were PHOSPHO1 block -46, GalR3 antag -2, VIM-2 inh 2.6, GPR7 antagonist 4, DNA FID counter -4, V1R ag counter -0.6, OXTR ag -1.1, IMP-1 inh -1.9 and NS3 helicase inh 5.
Screening COc1cc(C(=O)Nc2nnc(SC)s2)c([N+](=O)[O-])cc1OC returned PHOSPHO1 block 7, GalR3 antag 1, VIM-2 inh -3.8, GPR7 antagonist -2, DNA FID counter 3, V1R ag counter 0.3, OXTR ag 0.0, IMP-1 inh -4.2 and NS3 helicase inh 3.
`O=S(=O)(c1cccs1)N1CCN(CC(O)COc2cccc(Br)c2)CC1` (stereo not given) gave PHOSPHO1 block 21, GalR3 antag -7, VIM-2 inh -3.4, GPR7 antagonist 0, DNA FID counter -8, V1R ag counter 8.9, OXTR ag 8.7, IMP-1 inh -3.3 and NS3 helicase inh -14.
Screening COc1cc(/C=C2\CCCc3c2nc2ccccc2c3C(=O)O)cc(OC)c1O returned PHOSPHO1 block 38, GalR3 antag 0, VIM-2 inh 2.9, GPR7 antagonist -3, DNA FID counter -20, V1R ag counter 0.7, OXTR ag 0.5, IMP-1 inh -2.0 and NS3 helicase inh 9.

Quoted at random: two records from the list.
Screening COc1cc(C(=O)Nc2nnc(SC)s2)c([N+](=O)[O-])cc1OC returned PHOSPHO1 block 7, GalR3 antag 1, VIM-2 inh -3.8, GPR7 antagonist -2, DNA FID counter 3, V1R ag counter 0.3, OXTR ag 0.0, IMP-1 inh -4.2 and NS3 helicase inh 3.
CCc1ccc2[nH]c(=O)c(CN(CCCN3CCOCC3)C(=O)Nc3ccc(F)cc3)cc2c1 was read as PHOSPHO1 block -25, GalR3 antag -2, VIM-2 inh -1.2, GPR7 antagonist -10, DNA FID counter 0, V1R ag counter 0.0, OXTR ag -0.6, IMP-1 inh -5.2 and NS3 helicase inh -25.

(listing goes on)
Screening CCCNc1ncnc2nc[nH]c12 returned PHOSPHO1 block -6, GalR3 antag 1, VIM-2 inh -2.9, GPR7 antagonist -4, DNA FID counter 6, V1R ag counter 0.3, OXTR ag 1.2, IMP-1 inh -3.8 and NS3 helicase inh 12.
Cc1nc2c(nnn2Cc2ccccc2)c(=O)[nH]1 was read as PHOSPHO1 block 5, GalR3 antag -2, VIM-2 inh -0.9, GPR7 antagonist -14, DNA FID counter -3, V1R ag counter 2.4, OXTR ag -0.1, IMP-1 inh -0.9 and NS3 helicase inh -3.
O=C(O)/C=C/c1ccc(S(=O)(=O)N2CCCCCC2)cc1 was read as PHOSPHO1 block 28, GalR3 antag -5, VIM-2 inh -1.1, GPR7 antagonist -13, DNA FID counter -8, V1R ag counter -0.1, OXTR ag 2.4, IMP-1 inh -3.4 and NS3 helicase inh 5.
`COc1ccc(-c2cc(N)n(S(=O)(=O)c3ccc(C)cc3)n2)c(OC)c1` gave PHOSPHO1 block 1, GalR3 antag -2, VIM-2 inh -2.0, GPR7 antagonist -9, DNA FID counter -14, V1R ag counter 0.5, OXTR ag -1.0, IMP-1 inh -1.2 and NS3 helicase inh -12.
`Cc1ccc(NC(=O)CNCc2ccccn2)cc1S(=O)(=O)N(C)C` gave PHOSPHO1 block 23, GalR3 antag 4, VIM-2 inh -1.9, GPR7 antagonist 3, DNA FID counter 7, V1R ag counter 0.4, OXTR ag 0.9, IMP-1 inh -4.2 and NS3 helicase inh 2.
O=C(N/N=C/c1ccncc1)c1cc(Br)ccc1OCc1ccccc1 was read as PHOSPHO1 block 7, GalR3 antag -8, VIM-2 inh -4.9, GPR7 antagonist -6, DNA FID counter -8, V1R ag counter -1.1, OXTR ag -2.2, IMP-1 inh -1.2 and NS3 helicase inh -5.
`CCCCN(C)C(=O)c1nc2ccccn2c1CN1CCC[C@H]1CO` gave GalR3 antag -5, VIM-2 inh -2.0, GPR7 antagonist -3, DNA FID counter -3, V1R ag counter 1.0, OXTR ag 0.6, IMP-1 inh -2.0 and NS3 helicase inh 3.
Cc1ccc2c(C(=O)CN3CCCCC3CCO)c(C)[nH]c2c1 (stereo not given) was read as PHOSPHO1 block 3, GalR3 antag 3, VIM-2 inh -0.6, GPR7 antagonist -2, DNA FID counter 6, V1R ag counter -0.2, OXTR ag -0.9, IMP-1 inh 0.3 and NS3 helicase inh -4.
CO/N=C/NC(=O)N1OC[C@@H]2COc3ccc4ccccc4c3[C@@H]21 was read as PHOSPHO1 block -11, GalR3 antag -3, VIM-2 inh -1.4, GPR7 antagonist 2, DNA FID counter -9, V1R ag counter 1.7, OXTR ag 1.9, IMP-1 inh -2.8 and NS3 helicase inh -3.
For CN1Cc2c(N3CCOCC3)nc(SCc3ccccc3)c(C#N)c2CC1(C)C the results were PHOSPHO1 block 80*, GalR3 antag -5, VIM-2 inh -3.3, GPR7 antagonist -8, DNA FID counter 5, V1R ag counter 1.1, OXTR ag 1.6, IMP-1 inh -2.9 and NS3 helicase inh -12.
For O=C(Cn1c(N2CCN(C/C=C/c3ccccc3)CC2)nc2ccccc21)c1ccccc1 the results were PHOSPHO1 block 20, GalR3 antag -7, VIM-2 inh -2.7, GPR7 antagonist -7, DNA FID counter 7, V1R ag counter -0.1, OXTR ag -0.1, IMP-1 inh -3.3 and NS3 helicase inh -24.
Screening COc1ccc(C(=O)C2CCCN(Cc3c(O)cccc3OC)C2)cc1OC (stereo not given) returned GalR3 antag -10, VIM-2 inh -0.8, GPR7 antagonist -10, DNA FID counter 5, V1R ag counter 0.6, OXTR ag 0.5, IMP-1 inh -2.0 and NS3 helicase inh 0.
For CC(C)(C)[C@H]1C=C(C(=O)Nc2ccccc2)O[C@@H](OCc2ccc(CO)cc2)C1 the results were PHOSPHO1 block 14, GalR3 antag -6, VIM-2 inh -0.7, GPR7 antagonist -20, DNA FID counter -28, V1R ag counter 2.5, OXTR ag -1.7, IMP-1 inh -1.8 and NS3 helicase inh -6.
COC(=O)c1cccc(NC(=O)c2cccs2)c1C was read as PHOSPHO1 block 11, GalR3 antag -4, VIM-2 inh -1.9, GPR7 antagonist -4, DNA FID counter -1, V1R ag counter -0.1, OXTR ag 0.3, IMP-1 inh -0.1 and NS3 helicase inh -3.
CC(C)c1ccc(NC2CCCN(C(=O)c3cscn3)C2)cc1 (stereo not given) was read as PHOSPHO1 block 17, GalR3 antag 1, VIM-2 inh -1.0, GPR7 antagonist 3, DNA FID counter -21, IMP-1 inh -3.0 and NS3 helicase inh 5.
Screening COc1ccc2cc(CCNC(=O)c3c(-c4ccccc4Cl)noc3C)c(=O)[nH]c2c1 returned PHOSPHO1 block 0, GalR3 antag 2, VIM-2 inh -0.6, GPR7 antagonist 5, DNA FID counter -25, V1R ag counter 2.8, OXTR ag 1.9, IMP-1 inh -1.2 and NS3 helicase inh 0.
For CC(NCc1cccn1C)c1ccccc1 (stereo not given) the results were PHOSPHO1 block 42, GalR3 antag -6, VIM-2 inh 0.4, GPR7 antagonist -6, DNA FID counter 4, V1R ag counter -0.3, OXTR ag -0.1, IMP-1 inh 0.2 and NS3 helicase inh 4.
Screening O=C(NCCc1ccc2c(c1)OCCO2)c1cc(F)cc(F)c1 returned PHOSPHO1 block -2, GalR3 antag 7, VIM-2 inh -2.6, GPR7 antagonist 9, DNA FID counter -2, V1R ag counter 9.2, OXTR ag 8.8, IMP-1 inh -2.6 and NS3 helicase inh -2.
Screening O=C(CN1C(=O)c2cccc3cccc(c23)C1=O)N1CCN(c2ccccn2)CC1 returned PHOSPHO1 block -1, GalR3 antag -1, VIM-2 inh -0.5, GPR7 antagonist -1, DNA FID counter 0, V1R ag counter 0.0, OXTR ag -0.6, IMP-1 inh -2.4 and NS3 helicase inh -4.
`CCN1C(=O)c2cccc3c(Cl)ccc1c23` gave GalR3 antag -8, VIM-2 inh 1.9, GPR7 antagonist -8, DNA FID counter -11, V1R ag counter -0.7, OXTR ag -1.6, IMP-1 inh -2.5 and NS3 helicase inh 2.
Screening CCOC(=O)CN1CC23C=CC(O2)C(C(=O)Nc2ccc(OC)cc2OC)C3C1=O (stereo not given) returned PHOSPHO1 block -28, GalR3 antag 2, VIM-2 inh -3.9, GPR7 antagonist -9, DNA FID counter -6, V1R ag counter 0.4, OXTR ag 0.8, IMP-1 inh -3.5 and NS3 helicase inh 3.
`CC(=O)Nc1nnc(/C=C/c2cccc([N+](=O)[O-])c2)s1` gave GalR3 antag -8, VIM-2 inh -0.8, GPR7 antagonist -6, DNA FID counter -7, V1R ag counter 0.3, OXTR ag -0.1, IMP-1 inh -4.2 and NS3 helicase inh 9.
`Cc1cc(=O)[nH]c(SCC(=O)Nc2ccccc2C)n1` gave PHOSPHO1 block 25, GalR3 antag 5, VIM-2 inh -6.4, GPR7 antagonist -3, DNA FID counter 1, V1R ag counter 1.1, OXTR ag 0.9, IMP-1 inh -2.6 and NS3 helicase inh -1.
CCOc1cccc(OCCOCCN(C)Cc2ccccc2)c1 was read as PHOSPHO1 block -44, GalR3 antag -7, VIM-2 inh -2.9, GPR7 antagonist 4, DNA FID counter 8, V1R ag counter 1.4, OXTR ag 2.2, IMP-1 inh -4.0 and NS3 helicase inh -12.
Screening Cc1ccc(CSc2nncn2-c2ccccn2)cc1 returned PHOSPHO1 block 1, GalR3 antag 0, VIM-2 inh -2.3, GPR7 antagonist -3, DNA FID counter -10, V1R ag counter 0.1, OXTR ag -0.4, IMP-1 inh -4.5 and NS3 helicase inh 3.
